# Screens (PubChem BioAssay)
# CHRM1 PAM – human M1 muscarinic receptor positive allosteric modulators, primary screen, CHO-K1 cells, Fluo-8 calcium fluorescence, 1536-well; Muscarinic acetylcholine receptor M1 (Homo sapiens), P11229; activation, % at 3 µM; AID 588819, 2011; CHO-K1 hM1, ACh EC20; 0% = ACh EC20, 100% = maximal ACh; hit rate 0.088% among 360,000; in the data active = activation above about 19%, passing the limit was not always enough
# Target sequence (P11229 whole entry, looked up): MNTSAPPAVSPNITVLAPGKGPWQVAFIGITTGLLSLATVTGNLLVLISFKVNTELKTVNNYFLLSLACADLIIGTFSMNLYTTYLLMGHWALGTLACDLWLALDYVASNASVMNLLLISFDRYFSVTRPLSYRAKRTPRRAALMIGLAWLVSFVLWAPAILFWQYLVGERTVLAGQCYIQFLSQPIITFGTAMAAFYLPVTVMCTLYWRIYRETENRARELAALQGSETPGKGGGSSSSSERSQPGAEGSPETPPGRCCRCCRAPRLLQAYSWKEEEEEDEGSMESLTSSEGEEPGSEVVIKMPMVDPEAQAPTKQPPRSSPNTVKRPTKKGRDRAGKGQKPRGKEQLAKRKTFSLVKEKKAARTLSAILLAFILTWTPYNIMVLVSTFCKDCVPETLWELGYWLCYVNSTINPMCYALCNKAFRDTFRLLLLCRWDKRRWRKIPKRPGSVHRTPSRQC
# CRFBP-R2 block – antagonists of CRF-BP/CRF-R2 complex, primary screen, cell-based, HEK293, calcium dye fluorescence, uHTS; CRF-induced calcium fluorescence; hit rate 0.59% among 350,000; inhibition, % at 11.8 µM;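 active = inhibition of the ligand-induced calcium signal above about 50% at the single tested concentration, limit read from the data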
# CHRM5 agonist – human M5 muscarinic receptor agonists, primary screen, CHO-K1 cells, Fluo-8 calcium fluorescence | activation, % at 3 µM | hit rate 0.19% among 360,000 | Muscarinic acetylcholine receptor M5 (Homo sapiens), P08912 | AID 624037, 2012 | CHO-K1 hM5 cells; 0% DMSO wells, 100% maximal acetylcholine response;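 active = activation above the run's mean over test compounds plus 3 SD, cut at about 23% in these data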;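 also: signal is peak over basal fluorescence ratio across the kinetic read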
# Target sequence (P08912 whole entry, looked up): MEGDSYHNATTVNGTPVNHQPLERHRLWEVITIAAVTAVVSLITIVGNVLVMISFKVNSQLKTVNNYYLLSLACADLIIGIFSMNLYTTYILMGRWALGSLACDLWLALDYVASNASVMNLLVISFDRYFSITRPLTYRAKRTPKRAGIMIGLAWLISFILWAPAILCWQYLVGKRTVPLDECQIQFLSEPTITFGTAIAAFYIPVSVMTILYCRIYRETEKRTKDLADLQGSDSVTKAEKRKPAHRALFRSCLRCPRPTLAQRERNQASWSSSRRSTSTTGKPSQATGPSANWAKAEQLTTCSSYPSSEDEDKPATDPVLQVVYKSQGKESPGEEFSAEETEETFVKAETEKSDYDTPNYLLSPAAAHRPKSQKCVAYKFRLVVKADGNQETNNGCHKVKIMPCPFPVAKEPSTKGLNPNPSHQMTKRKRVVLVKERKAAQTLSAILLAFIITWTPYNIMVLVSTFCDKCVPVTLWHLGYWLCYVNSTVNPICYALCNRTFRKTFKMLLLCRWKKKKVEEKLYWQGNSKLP
# M4 antag – human M4 muscarinic receptor antagonists, primary screen, CHO cells, Fluo-8 calcium fluorescence. Muscarinic acetylcholine receptor M4 (Homo sapiens), P08173. CHO-hM4 cells, ACh EC80. inhibition, % at 3 µM. hit rate 0.73% among 360,000;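 active = inhibition above its plate's cutoff, the mean inhibition of sample wells plus 3 SD, cut at about 27% in these data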;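 also: 0% = acetylcholine EC80 with DMSO and 100% = DMSO without agonist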
# M5 PAM – human M5 muscarinic receptor positive allosteric modulators, primary screen, CHO-K1 cells, Fluo-8 calcium fluorescence; activation, % at 3 µM; CHO-K1 hM5, ACh EC20 PAM; 0% = ACh EC20, 100% = ACh EC100; Muscarinic acetylcholine receptor M5 (Homo sapiens), P08912; hit rate 0.3% among 360,000;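 active = activation above the run cutoff, the mean activation of all test compounds plus 3 SD, cut at about 18% in these data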
#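 Replicates: One well per compound, no replicates | System: Human M5 receptor in CHO-K1 cells | Benchmarks: Low control EC20 acetylcholine (0%), high control EC100 acetylcholine (100%) | Probe or stimulus: Acetylcholine, EC20 level | Times: Fluo-8 loading 80 min at 37 °C plus 30 min room temperature | Signal: Intracellular calcium via Fluo-8 fluorescence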
# CHRM4 PAM – human M4 muscarinic receptor positive allosteric modulators, primary screen, CHO-K1 cells, Fluo-8 calcium fluorescence; Muscarinic acetylcholine receptor M4 (Homo sapiens), P08173; AID 624126, 2012; hit rate 0.4% among 360,000; CHO-K1 hM4/Gqi5, ACh EC20; 0% = ACh EC20, 100% = maximal ACh; activation, % at 3 µM;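 active = activation above its plate's cutoff, the mean activation of sample wells plus 3 SD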; also: some results filed as inactive read as strong as hits
# CHRM5 antagonist – human M5 muscarinic receptor antagonists, primary screen, CHO cells, Fluo-8 calcium fluorescence | Muscarinic acetylcholine receptor M5 (Homo sapiens), P08912 | CHO-hM5 cells, ACh EC80 | inhibition, % at 3 µM | hit rate 0.59% among 360,000 | AID 624040, 2012;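 active = inhibition above a per-plate cutoff, the mean of that plate's test compounds plus 3 SD, cut at about 27% in these data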;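 also: 0% = acetylcholine EC80 with DMSO and 100% = DMSO without agonist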
# CRFBP-R2 agonist – agonists of CRF-BP/CRF-R2 complex, primary screen, cell-based, HEK293, calcium dye fluorescence, uHTS; AID 588473, 2011; calcium dye fluorescence (FLIPR); percent of saturating CRF peptide response; hit rate 0.46% among 350,000; activation, % at 13.2 µM;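 active = activation of at least 50%, plus an integration ratio under a set limit after plate pattern correction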;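 also: plate controls were neutral control wells without compound for no effect and CRF at EC100 for full effect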
# CHRM4 agonist – human M4 muscarinic receptor agonists, primary screen, CHO-K1 cells, Fluo-8 calcium fluorescence; Muscarinic acetylcholine receptor M4 (Homo sapiens), P08173; CHO-K1 hM4/Gqi5; vehicle 0%, full acetylcholine response 100%; activation, % at 3 µM; hit rate 0.14% among 360,000;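 active = activation above the run mean over all test wells plus 3 SD, cut at about 32% in these data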;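 also: peak over basal fluorescence ratio per well then scaled between controls; 0% = DMSO wells and 100% = acetylcholine at EC100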
# * marks the source's active call; other numbers are inactive results; / = no result given. Not a hit list; overall some 2.6% were active at least once.
# Field names – A = CHRM1 PAM; B = CRFBP-R2 block; C = CHRM5 agonist; D = M4 antag; E = M5 PAM; F = CHRM4 PAM; G = CHRM5 antagonist; H = CRFBP-R2 agonist; I = CHRM4 agonist
molecule: O=C(CSc1ncnc2[nH]ncc12)Nc1nc(-c2ccc(F)c(F)c2)cs1
  A = -3	B = 9	C = 10	D = 31*	E = -15	F = -20	G = 10	H = -1.2	I = 20
molecule: CC(C)Oc1ccc(C(=O)Nc2ccc([N+](=O)[O-])cc2)cc1
  A = -8	B = -4	C = 2	D = 9	E = -3	F = -22	G = 3	H = 0.6	I = 4
molecule: CCn1c(NC(=O)c2cccs2)nc2ccccc21
  A = 4	B = -7	C = -4	D = 2	E = 2	F = -2	G = -1	H = -1.3	I = -1
molecule: OCCN(CCO)CC(O)COc1ccc2c(c1)OCO2 (configuration not stated)
  A = 13	B = 2	C = -5	D = -7	E = 2	F = 12	G = 2	H = -2.7	I = 1
molecule: COc1ccc(-c2cc(=O)[nH][nH]2)cc1
  A = 11	B = -6	C = -1	D = -3	E = 4	F = 2	G = -2	H = 1.4	I = 0
molecule: COc1cccc(-c2cnc3c(NC=O)cc(-c4ccoc4)cn23)c1
  A = 13	B = /	C = 2	D = -1	E = -1	F = 3	G = 5	H = /	I = 0
molecule: C/C(=N\NC(=O)c1c(C)nc2ccccn12)c1ccc(C(C)(C)C)cc1
  A = 4	B = -1	C = -2	D = -18	E = -2	F = -2	G = -4	H = -1.3	I = 1
molecule: O=C(Nc1ccn(Cc2c(F)c(F)cc(F)c2F)n1)c1ccc(COc2ccc(Cl)cc2Cl)o1
  A = 4	B = -20	C = -2	D = 1	E = -4	F = 1	G = 4	H = 1.6	I = 1
molecule: OC(c1cccc(CN2CCCCC2)c1)c1ncc(-c2cccc(C(F)(F)F)c2)[nH]1 (configuration not stated)
  A = -18	B = /	C = -3	D = 7	E = -6	F = -7	G = 5	H = /	I = 2
molecule: O=C1CCCc2cc3c(cc21)CC1(C3)Cc2cc3c(cc2C1)C(=O)CCC3
  A = 5	B = -24	C = 0	D = -5	E = 3	F = -4	G = -2	H = 1.7	I = 1
molecule: Cc1ccc([C@@H]2CC=C(C(=O)O)[C@H](c3ccccc3F)N2S(=O)(=O)c2ccccc2C)cc1
  A = 11	B = -4	C = -3	D = -22	E = -1	F = 15	G = -7	H = -3.6	I = 1
molecule: CC1CCCCN1Cc1c(O)ccc2c(=O)c(-c3ccc(Cl)cc3)coc12 (configuration not stated)
  A = 10	B = 8	C = -6	D = -12	E = 2	F = 1	G = 0	H = -3.0	I = 0
molecule: O=c1cc(-c2ccccc2Cl)oc2cc(O)cc(O)c12
  A = -2	B = 9	C = -1	D = 1	E = -9	F = 5	G = 11	H = 0.0	I = 4
molecule: COC(=O)COc1ccc(S(=O)(=O)Nc2ccc(NC(C)=O)cc2)cc1C
  A = 4	B = -4	C = 1	D = 10	E = -2	F = -9	G = 2	H = 0.8	I = 1
molecule: CC[C@H](C)[C@H](NC(N)=O)C(=O)NCCc1ccc(Cl)cc1Cl
  A = 1	B = -8	C = -4	D = -1	E = -1	F = 2	G = 8	H = 0.0	I = 1
molecule: Nc1cccc(C(=O)NCCNC(=O)c2cccc(N)c2)c1
  A = 9	B = 1	C = -4	D = -9	E = 4	F = 1	G = -5	H = -0.9	I = 0
molecule: N#Cc1c(C(F)(F)F)cc(-c2ccccc2)nc1SCC(=O)Nc1sc2c(c1C#N)CCC2
  A = 6	B = 2	C = -1	D = 7	E = 3	F = -2	G = 2	H = 5.4	I = 0
molecule: CCCCN(C(=O)Cc1ccc(S(=O)(=O)N2CCOCC2)s1)c1c(N)n(CCCC)c(=O)[nH]c1=O
  A = 5	B = 5	C = -3	D = 9	E = 0	F = -6	G = -4	H = 1.5	I = 0
molecule: CSc1nc(SCc2ccccc2)[nH]c(=O)n1
  A = 12	B = 5	C = 0	D = -4	E = -7	F = 15	G = 6	H = -0.9	I = -1
molecule: CC(C)c1nn(-c2cc(C(F)(F)F)ccn2)c(=O)o1
  A = 10	B = -26	C = 3	D = -2	E = 5	F = 7	G = 3	H = 5.6	I = 1
molecule: O=C(Nc1ccc(F)c(Cl)c1)c1ccc2sc([C@H]3C[C@H](O)[C@@H](CO)O3)nc2c1
  A = 2	B = /	C = 5	D = -3	E = -4	F = 3	G = 10	H = /	I = 3
molecule: CN(C)S(=O)(=O)c1cccc(NC(=O)COC(=O)/C=C/c2ccc3c(c2)OCO3)c1
  A = 0	B = -8	C = 2	D = -9	E = -13	F = -5	G = 9	H = 2.9	I = 18
molecule: CCN(C(=O)Cn1c(=O)oc2ccccc21)c1c(N)n(Cc2ccccc2)c(=O)[nH]c1=O
  A = 6	B = 7	C = 2	D = -16	E = 9	F = 5	G = 3	H = -0.8	I = 1
molecule: Cc1oc(-c2ccc(-c3ccccc3)cc2)nc1CN1CCN(CC(=O)N(C)C)CC1
  A = 3	B = -6	C = -1	D = -4	E = -2	F = 3	G = 7	H = 0.7	I = 1
molecule: CCCNC(=S)NC1CCCC1
  A = -10	B = 3	C = 1	D = 12	E = 0	F = -1	G = -3	H = 0.0	I = 0
molecule: OCC[C@@H]1C[C@H](O)[C@@H](O)[C@@]2(CCCO2)O1
  A = 1	B = -7	C = 2	D = 2	E = 3	F = -2	G = 5	H = -0.6	I = 3
molecule: C/C=C/c1ccc(OC(C)=O)c(OC)c1
  A = -11	B = 16	C = 4	D = -9	E = -3	F = -3	G = -6	H = -7.5	I = 2
molecule: CCNc1nc(NCC)nc(NC(N)=S)n1
  A = 6	B = 5	C = 0	D = 0	E = -3	F = 9	G = 14	H = -0.1	I = 2
molecule: CCOC(=O)C1=NOC(CNC(=O)c2c(-c3ccccc3Cl)noc2C)C1 (configuration not stated)
  A = 3	B = 3	C = 0	D = 1	E = 0	F = 25	G = 4	H = -0.9	I = 1
molecule: CNc1nc2sc3c(c2c(=O)n1C)CC(C)(C)SC3
  A = 8	B = -3	C = -1	D = 3	E = -4	F = -6	G = 4	H = -2.5	I = 2

# Additional compounds
molecule	CHRM1 PAM	CRFBP-R2 block	CHRM5 agonist	M4 antag	M5 PAM	CHRM4 PAM	CHRM5 antagonist	CRFBP-R2 agonist	CHRM4 agonist
C=C[C@@H]1c2cccc(C)c2N(S(=O)(=O)c2ccc(C)cc2)[C@H](c2ccccc2)C1(C#N)S(=O)(=O)c1ccccc1 (some centres not stated)	10	5	2	-2	-6	-7	2	0.2	1
Cc1cc(NC2C3CC4CC(C3)CC2C4)n2ncnc2n1 (configuration not stated)	-3	-11	3	-14	2	-4	-10	-4.3	1
CCOC(=O)c1[nH]c2ccc(OC)cc2c1NC(=S)N1CCN(c2ccc(F)cc2)CC1	-8	-27	-5	13	-5	-6	-2	1.3	2
COc1cc(C2=NOC(C(=O)Nc3cccnc3)C2)cc(OC)c1OC (configuration not stated)	7	-60	2	5	-1	3	8	1.4	1
COc1cc(NC(=O)[C@@H](NC(=O)c2ccco2)C(C)C)c(OC)cc1NC(=O)c1ccccc1	9	9	4	0	4	3	-2	-3.6	3
O=C1CCCCC1Sc1ccc(Cl)cc1[N+](=O)[O-] (configuration not stated)	2	-6	-4	8	2	-1	-2	1.7	2
Cc1c(SCCO)c(=O)[nH]c2cc3c(cc12)OCO3	4	-5	3	1	-1	6	-5	0.5	2
COc1ccc(N2CCN(CCCn3c(=S)[nH]c4ncccc4c3=O)CC2)cc1	9	25	-2	2	1	3	0	-0.2	1
Cc1ccc(S(=O)(=O)NCc2ccccc2)cc1C(=O)N1CCCC(C(F)(F)F)C1 (configuration not stated)	3	-14	3	-4	-6	-4	7	-1.0	4
CCCCCCCCCCNC(=O)C(=O)Nc1ccccn1	-2	5	-2	14	-4	-2	3	0.5	0
CCCCC(=O)NC(=S)Nc1cc(C(=O)O)ccc1Cl	11	16	-3	10	-3	-3	-2	-0.7	0
CCOc1cc2[nH]c(=S)n(CCC(=O)N3CCc4ccccc4C3)c(=O)c2cc1OCC	6	11	0	-18	-1	13	-2	0.9	1
CC1CN(C(=O)C2CC2)C(C)CN1C(=O)C1CC1 (configuration not stated)	3	4	1	-9	0	5	0	-0.7	-1
O=C(O)c1nc2ccccc2nc1C(=O)O	9	10	0	12	2	4	-1	-1.0	1
COc1cc(C2C(C(=O)c3cccs3)=C(O)C(=O)N2CCN2CCOCC2)cc(OC)c1OC (configuration not stated)	7	1	-4	-3	-6	2	9	0.0	0

# Shown with values ahead of the structure: part of the list above
CHRM1 PAM,CRFBP-R2 block,CHRM5 agonist,M4 antag,M5 PAM,CHRM4 PAM,CHRM5 antagonist,CRFBP-R2 agonist,CHRM4 agonist,canonical_smiles
9,25,-2,2,1,3,0,-0.2,1,COc1ccc(N2CCN(CCCn3c(=S)[nH]c4ncccc4c3=O)CC2)cc1
9,9,4,0,4,3,-2,-3.6,3,COc1cc(NC(=O)[C@@H](NC(=O)c2ccco2)C(C)C)c(OC)cc1NC(=O)c1ccccc1
-3,-11,3,-14,2,-4,-10,-4.3,1,Cc1cc(NC2C3CC4CC(C3)CC2C4)n2ncnc2n1 (configuration not stated)
10,5,2,-2,-6,-7,2,0.2,1,C=C[C@@H]1c2cccc(C)c2N(S(=O)(=O)c2ccc(C)cc2)[C@H](c2ccccc2)C1(C#N)S(=O)(=O)c1ccccc1 (some centres not stated)
6,11,0,-18,-1,13,-2,0.9,1,CCOc1cc2[nH]c(=S)n(CCC(=O)N3CCc4ccccc4C3)c(=O)c2cc1OCC

# Results in CHRM4 PAM, for some of the entries so far:
Molecule	CHRM4 PAM
CC1CCCCN1Cc1c(O)ccc2c(=O)c(-c3ccc(Cl)cc3)coc12 (configuration not stated)	1
Cc1c(SCCO)c(=O)[nH]c2cc3c(cc12)OCO3	6
N#Cc1c(C(F)(F)F)cc(-c2ccccc2)nc1SCC(=O)Nc1sc2c(c1C#N)CCC2	-2
